VLA-4 inh = inhibition in a human VLA-4 binding assay; VLA-4 expressing cells, ligand binding flow cytometry; inhibition, % (about 7 µM as worked out from the volumes in the protocol); AID 2557; 330,000 compounds, 0.2% hits; P13612; in the data active means inhibition above about 50%
Target sequence (P13612 whole entry, looked up): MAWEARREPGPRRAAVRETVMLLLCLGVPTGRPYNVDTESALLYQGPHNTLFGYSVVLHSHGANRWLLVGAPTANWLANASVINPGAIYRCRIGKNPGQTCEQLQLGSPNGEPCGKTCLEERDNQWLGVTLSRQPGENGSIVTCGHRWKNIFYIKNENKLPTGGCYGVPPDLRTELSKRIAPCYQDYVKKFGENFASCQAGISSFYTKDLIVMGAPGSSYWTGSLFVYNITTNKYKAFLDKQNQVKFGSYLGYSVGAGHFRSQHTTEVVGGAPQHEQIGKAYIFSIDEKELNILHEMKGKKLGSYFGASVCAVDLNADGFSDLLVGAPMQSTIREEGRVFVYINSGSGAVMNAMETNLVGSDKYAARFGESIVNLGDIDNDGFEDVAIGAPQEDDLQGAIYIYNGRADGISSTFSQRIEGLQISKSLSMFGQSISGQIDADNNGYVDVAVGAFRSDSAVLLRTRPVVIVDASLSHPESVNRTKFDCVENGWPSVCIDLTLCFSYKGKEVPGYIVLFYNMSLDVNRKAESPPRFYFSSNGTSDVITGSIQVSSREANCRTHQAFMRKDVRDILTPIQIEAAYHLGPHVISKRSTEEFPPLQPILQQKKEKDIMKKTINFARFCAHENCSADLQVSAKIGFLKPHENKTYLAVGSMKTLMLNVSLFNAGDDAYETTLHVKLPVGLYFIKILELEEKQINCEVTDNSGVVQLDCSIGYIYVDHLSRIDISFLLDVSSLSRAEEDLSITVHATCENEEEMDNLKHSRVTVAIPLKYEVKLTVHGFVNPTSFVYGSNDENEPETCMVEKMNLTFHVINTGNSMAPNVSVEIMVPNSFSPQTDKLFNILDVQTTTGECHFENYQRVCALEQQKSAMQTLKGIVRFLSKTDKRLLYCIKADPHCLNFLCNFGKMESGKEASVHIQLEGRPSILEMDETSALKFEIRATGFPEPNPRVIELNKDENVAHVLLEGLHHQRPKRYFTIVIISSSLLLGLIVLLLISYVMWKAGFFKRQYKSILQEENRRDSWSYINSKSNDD
PME-1 primary = PME-1 (human) inhibition. recombinant PME-1, FP-Rh probe fluorescence polarization. inhibition, % at 5.9 µM. 320,000 compounds, 0.53% hits. AID 2130;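 active means inhibition above the campaign mean of all compounds plus 3 SD, cut at about 26% in these data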;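 further: competitive labeling of PME-1 active site by serine hydrolase directed probe; 0% = PME-1 with DMSO and 100% = wells lacking PME-1 enzyme; inhibitors block probe labeling so polarization falls and inhibition rises; many of its hits are not listed in these tables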
Efflux pump inh = antifungal efflux pump inhibition, Nile Red retention. S. cerevisiae Candida pump triplex. inhibition, % at 10 µM. 330,000 compounds, 0.44% hits. AID 485275;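 active means plate passing quality check with inhibition over a set limit, or well fluorescence over plate mean plus 4 SD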;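 further: Nile Red retained in pooled yeast measured as flow cytometry median fluorescence; 0% = buffer negative control and 100% = Enniatin B positive control; higher means more Nile Red kept so more efflux inhibition; some compounds called inactive have numbers as strong as hits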
GRK2 aptamer HTS = human GRK2 inhibition via aptamer displacement; bead flow cytometry, FAM-aptamer displacement from GRK2; inhibition of aptamer binding, % at 10 µM; 330,000 compounds, 0.59% hits; AID 488847;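 active means inhibition of aptamer binding above 40%, roughly 3 SD of noise, on plates passing a quality check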;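 further: median bead fluorescence of bound FAM aptamer so fluorescent compounds give negative values; no value below 0 was filed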
Fam108B counter = Fam108B inhibition, counter-screen for RBBP9 inhibitors; 300,000 compounds, 0.33% hits; recombinant Fam108B, FP-Rh probe fluorescence polarization; AID 1947; inhibition, % at 9.51 µM;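 active means inhibition above the screen mean inhibition plus 3 SD, computed separately per campaign, cut at about 18% in these data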;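 further: inhibitors lower polarization as less probe binds the enzyme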
GLD-1 RNA inh = GLD-1-TGE RNA interaction inhibition (C. elegans); inhibition, % at 5.96 µM; AID 2280; 320,000 compounds, 0.44% hits; purified GLD-1 + fluorescein TGE RNA, fluorescence polarization;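 active means percent inhibition above a per-plate cutoff, the plate mean of test compounds plus 3 SD, cut at about 30% in these data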;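 further: 0% = DMSO wells with GLD-1 and probe and 100% = wells lacking GLD-1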
MCL1 BIM primary = inhibitors of human MCL1 binding to BIM-BH3 peptide; inhibition, % at 10.9 µM; GST-MCL1 / FITC-Bim-BH3 fluorescence polarization; 320,000 compounds, 0.68% hits;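 active means inhibition above the mean inhibition of all tested compounds plus 3 SD, set per campaign, cut at about 40% in these data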;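 further: 0% = DMSO wells and 100% = unlabeled Bim-BH3 peptide control; higher means more loss of mP so more displacement of Bim peptide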
Bcl-xL primary = inhibitors of human Bcl-xL; Q07817; GST-Bcl-xL / FITC-Bim BH3 peptide fluorescence polarization; inhibition, % at 10.9 µM; 320,000 compounds, 0.7% hits; AID 2129;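 active means inhibition above the mean of all tested compounds plus 3 SD, cutoff set per campaign, cut at about 30% in these data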;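 further: 0% = DMSO wells and 100% = unlabeled Bim-BH3 peptide competitor; inhibitors lower millipolarization by displacing the labeled peptide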
MEX-5 binding = C. elegans MEX-5 TCR-2 RNA binding activity. activity score (negative = inhibition of binding), % at 10 µM. MEX-5/FITC-TCR2 RNA binding, fluorescence polarization; stronger effect = lower value. Q9XUB2. 300,000 compounds, 0.38% hits;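 active means inhibition past about -25% in most replicates, and total fluorescence under double the plate's negative control median, limit read from the data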;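 further: 0% = DMSO and -100% = 5 µM competing unlabeled TCR2 RNA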
An asterisk follows results filed as active; · = not tested or not shown.

cpd	structure	MEX-5 binding	Fam108B counter	GLD-1 RNA inh	Efflux pump inh	Bcl-xL primary
1	COc1ccc2nc(SCC(=O)Nc3ccccc3C)[nH]c2c1	-3.0	0	1	0.0	4
2	CCn1cc(CN2CCC(n3nccc3NC(=O)c3cccc(F)c3)CC2)c(C)n1	-0.5	1	0	0.1	3
3	COc1ccc(CCNC(=O)c2cnc(Cl)c(Cl)c2)cc1	1.0	-1	4	-0.1	4
4	Cc1ccc(C(=O)NNC(=O)CNc2cccc(Cl)c2)cc1	-2.3	2	-3	0.0	4
5	Cc1ccc(S(=O)(=O)c2cc3c(=O)n4ccccc4nc3n(C)c2=N)cc1	-15	-2	1	0.1	10
6	Cc1ccc(S(=O)(=O)Oc2ccc3ccc(O)cc3c2)cc1	-0.5	7	2	0.0	3
7	CCOC(=O)N1CCN(S(=O)(=O)c2ccc(C)cc2)C1	-1.5	-1	4	-0.1	0
8	CC(=O)NC(CCCN1C(=O)c2ccccc2C1=O)c1nnn(C)n1 (stereo not given)	-1.0	1	1	-0.1	8
9	CC(C)CCNC(=O)C1CCN(S(=O)(=O)c2ccc3nc4c(c(C(=O)O)c3c2)CCCCC4)CC1	1.4	0	3	0.1	3
10	CCN(CC)c1ccc(/C=N/N2CCOCC2)c(O)c1	-10	-6	-5	0.2	-2
11	O=C(O)c1ccccc1C(=O)NCc1ccc2c(c1)OCO2	1.7	0	0	0.2	6
12	COc1cccc(C(=O)NC23CC4CC(CC(C4)C2)C3)c1	1.9	-1	1	0.0	5

cpd	MCL1 BIM primary	GRK2 aptamer HTS	VLA-4 inh	PME-1 primary
1	3	3	-10	-3
2	1	0	10	2
3	3	1	-6	0
4	1	1	4	-3
5	7	0	6	4
6	6	0	2	-5
7	-1	0	1	-1
8	3	1	2	-7
9	8	1	7	-5
10	-15	3	-53	-5
11	-4	3	-6	-9
12	-4	3	20	-2

Other compounds follow:
cpd	structure	MEX-5 binding	Fam108B counter	GLD-1 RNA inh	Efflux pump inh	Bcl-xL primary
13	CC(=O)OC1C([N+]2(C)CCCCC2)C[C@H]2C3CC[C@H]4C[C@H](OC(C)=O)C([N+]5(C)CCCCC5)CC4(C)[C@H]3CCC12C (stereo not given in full)	0.3	0	2	-0.1	-4
14	O=C(N/N=C/c1ccc(OC(F)F)cc1OC(F)F)c1ccc(Br)cc1	2.1	-8	-4	0.0	-2
15	O=C(Nc1nccs1)[C@@H]1CCCN1S(=O)(=O)c1ccc(Cl)cc1	·	·	1	0.1	·
16	COc1ccccc1CNC(=O)c1sccc1-c1ccccc1	3.6	0	5	-0.2	2
17	Clc1ccc(OCc2nn3c(-c4ccco4)nnc3s2)cc1	-1.2	0	10	-0.2	2
18	O=C(NCC1CCCO1)C1CCN(S(=O)(=O)c2cccc3nonc23)CC1 (stereo not given)	-0.4	3	4	0.1	0
19	Cc1ccc(-n2cnn(-c3ccc([N+](=O)[O-])cc3[N+](=O)[O-])c2=O)cc1	-1.7	5	8	-0.3	6
20	COCCNC(=S)N(CCc1c(C)[nH]c2ccc(F)cc12)Cc1cccs1	-3.6	6	-5	0.2	1
21	CC(C)CC(CO)N1CCN(C(=O)c2ccc(Cl)c(Cl)c2)CCC1=O (stereo not given)	-0.6	0	6	0.0	1
22	COc1ccccc1CNC(=O)C1CCN(S(=O)(=O)c2ccc3c(c2)NC(=O)CO3)CC1	2.2	-2	0	0.8	-3
23	Cc1ccc(CC2S/C(=C(/C#N)C(=O)NCc3ccco3)N(c3ccccc3)C2=O)cc1 (stereo not given)	-2.9	3	3	0.0	0
24	C=CCNC(C(=O)Nc1cccc(OC)c1)c1ccccc1 (stereo not given)	-0.7	0	3	0.2	-7

cpd	MCL1 BIM primary	GRK2 aptamer HTS	VLA-4 inh	PME-1 primary
13	-5	1	14	1
14	6	4	0	-13
15	·	4	3	·
16	3	0	-4	3
17	1	0	-1	2
18	-3	0	-20	0
19	11	5	-3	-3
20	1	4	16	6
21	-3	1	4	1
22	-10	2	7	16
23	5	0	8	8
24	16	0	1	-5

New compounds follow.
cpd	structure	MEX-5 binding	Fam108B counter	GLD-1 RNA inh	Efflux pump inh	Bcl-xL primary
25	CN(C)CCCn1c(NC(=O)C2CCCCC2)nc2ccccc21	0.9	0	2	0.1	5
26	COc1ccc(C2=NOC(C(=O)Nc3ccc(C)cc3)C2)cc1OC (stereo not given)	-1.6	2	4	-1.1	4
27	Cc1ccc(NS(=O)(=O)c2ccccc2)c2c1CC(C)(C)O2	-0.5	-4	3	0.0	6
28	Cc1c(Cl)c(=O)oc2cc(OCC(=O)N3CCCC(C)C3)ccc12 (stereo not given)	·	·	3	0.2	·
29	COc1ccc(-n2c(O)c(/C=N/NS(=O)(=O)c3ccc(C)c([N+](=O)[O-])c3)c3ccccc3c2=O)cc1OC	6.5	-23	-33	0.2	41*
30	Cc1ccc(-c2nc3ccccc3s2)cc1S(=O)(=O)N1CCCC1	1.9	-6	7	-0.2	6
31	CN(C1CCS(=O)(=O)C1)S(=O)(=O)c1cccc2nsnc12 (stereo not given)	-3.9	-2	7	0.0	0
32	CCn1c(SCC(=O)Nc2ccc(NC(C)=O)cc2)nc2c([nH]c3ccccc32)c1=O	-4.7	-12	3	0.1	-4
33	CC(=O)Nc1ccc(C(=O)N(C)c2ccccc2)cc1	3.6	-3	4	0.3	1
34	NC(=O)C1CCCN(C(=O)CCC(=O)c2cccs2)C1 (stereo not given)	·	·	5	-0.1	·
35	Cc1cc(C)nc(SCC(=O)N2CCCCC2)n1	1.0	-2	2	-0.1	6
36	CC(C)(C)C(=O)NC1CC2CCCC(C1)N2C(=O)Nc1ccc(Cl)cc1 (stereo not given)	0.5	0	-1	-0.2	-1

cpd	MCL1 BIM primary	GRK2 aptamer HTS	VLA-4 inh	PME-1 primary
25	1	0	16	-2
26	10	2	3	-1
27	3	0	8	14
28	·	3	3	·
29	-96	0	-103	-21
30	3	0	-14	-5
31	-1	3	5	0
32	-5	1	-1	-4
33	2	0	2	6
34	·	3	2	·
35	5	1	-9	2
36	-1	1	8	6

By substructure, the entries above containing a nitro group on carbon
cpd	structure	MEX-5 binding	Fam108B counter	GLD-1 RNA inh	Efflux pump inh	Bcl-xL primary
19	Cc1ccc(-n2cnn(-c3ccc([N+](=O)[O-])cc3[N+](=O)[O-])c2=O)cc1	-1.7	5	8	-0.3	6
29	COc1ccc(-n2c(O)c(/C=N/NS(=O)(=O)c3ccc(C)c([N+](=O)[O-])c3)c3ccccc3c2=O)cc1OC	6.5	-23	-33	0.2	41*

cpd	MCL1 BIM primary	GRK2 aptamer HTS	VLA-4 inh	PME-1 primary
19	11	5	-3	-3
29	-96	0	-103	-21

Entries from the list above with an NH in an aromatic ring:
cpd	structure	MEX-5 binding	Fam108B counter	GLD-1 RNA inh	Efflux pump inh	Bcl-xL primary
1	COc1ccc2nc(SCC(=O)Nc3ccccc3C)[nH]c2c1	-3.0	0	1	0.0	4
20	COCCNC(=S)N(CCc1c(C)[nH]c2ccc(F)cc12)Cc1cccs1	-3.6	6	-5	0.2	1
32	CCn1c(SCC(=O)Nc2ccc(NC(C)=O)cc2)nc2c([nH]c3ccccc32)c1=O	-4.7	-12	3	0.1	-4

cpd	MCL1 BIM primary	GRK2 aptamer HTS	VLA-4 inh	PME-1 primary
1	3	3	-10	-3
20	1	4	16	6
32	-5	1	-1	-4

Next entries
cpd	structure	MEX-5 binding	Fam108B counter	GLD-1 RNA inh	Efflux pump inh	Bcl-xL primary
37	O=C1NC2(CCCCC2)Oc2ccccc21	0.8	7	-10	0.2	1
38	Cc1c(NC(=O)CN2C(=O)C3C4C=CC(C4)C3C2=O)c(=O)n(-c2ccccc2)n1C (stereo not given)	-1.0	-5	1	0.0	6
39	CCOCC(=O)Nc1sc2c(c1C(=O)OCC)CCCC2	-1.4	-6	-3	0.0	0
40	CC(C)(C)OC(=O)NCCCCCNC(=O)c1[nH]cnc1C(=O)N[C@@H](CCCCNC(=O)OC(C)(C)C)C(=O)OC(C)(C)C	1.3	-2	-2	0.6	1
41	Cc1ccc(CN(C)c2ccc(S(=O)(=O)N3CCCC3)cn2)cc1	·	·	6	0.3	·
42	CC1CCc2cc(F)ccc2N1S(=O)(=O)c1ccc(Cl)nc1 (stereo not given)	·	3	1	0.4	-4
43	CCCCn1c(-c2csc(CC)c2)n[nH]c1=S	0.7	3	3	0.1	-14
44	O=C(O)c1ccc(/C=C/c2nc3sc4c(c3c(=O)[nH]2)CCC4)cc1	-2.2	-6	2	0.1	3
45	O=C(CC(SCCO)c1ccc2c(c1)OCO2)c1cccs1 (stereo not given)	-4.0	2	0	0.1	6
46	COc1cccc(CC2(CO)CCN(C(=O)NCCc3ccccc3)CC2)c1	0.8	10	-3	0.0	6
47	O=C(CN1C(=O)C(=O)N(CCC2=CCCCC2)C1=O)c1c[nH]c2ccccc12	·	·	-2	0.4	·
48	O=C(CCCCCNC(=O)N1CCn2c1nc1ccccc12)N[C@H](C(=O)O)c1ccccc1	1.6	1	1	0.1	-1

cpd	MCL1 BIM primary	GRK2 aptamer HTS	VLA-4 inh	PME-1 primary
37	2	0	3	-7
38	5	1	32	-1
39	1	1	38	1
40	8	1	9	-4
41	·	0	1	·
42	3	0	2	0
43	-8	0	·	-7
44	3	0	5	-10
45	1	1	8	6
46	1	2	10	4
47	·	1	-31	·
48	-1	0	-10	2

Looked up above.
CC(=O)Nc1ccc(C(=O)N(C)c2ccccc2)cc1 in PME-1 primary is listed with 6
O=C(O)c1ccc(/C=C/c2nc3sc4c(c3c(=O)[nH]2)CCC4)cc1 in MEX-5 binding is listed with -2.2
CC(=O)OC1C([N+]2(C)CCCCC2)C[C@H]2C3CC[C@H]4C[C@H](OC(C)=O)C([N+]5(C)CCCCC5)CC4(C)[C@H]3CCC12C (stereo not given in full) in Fam108B counter is listed with 0

Arranged by SMILES length (low to high): part of the list above
cpd	structure	MEX-5 binding	Fam108B counter	GLD-1 RNA inh	Efflux pump inh	Bcl-xL primary
41	Cc1ccc(CN(C)c2ccc(S(=O)(=O)N3CCCC3)cn2)cc1	·	·	6	0.3	·
46	COc1cccc(CC2(CO)CCN(C(=O)NCCc3ccccc3)CC2)c1	0.8	10	-3	0.0	6
38	Cc1c(NC(=O)CN2C(=O)C3C4C=CC(C4)C3C2=O)c(=O)n(-c2ccccc2)n1C (stereo not given)	-1.0	-5	1	0.0	6

cpd	MCL1 BIM primary	GRK2 aptamer HTS	VLA-4 inh	PME-1 primary
41	·	0	1	·
46	1	2	10	4
38	5	1	32	-1

Source: PubChem

Only part of the results is shown. The share of hits here may be higher or lower than overall.
